# Compound activity (PubChem BioAssay)
# AMPAR-TARP mod: modulates AMPAR-stargazin complexes; calls only at 30 µM; O88602+P19491; HEK293 GluA2+stargazin, membrane potential dye (FDSS), glutamate EC50; hits were called plate by plate, in both directions; 40,000 compounds, 3.5% hits; AID 1259245;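 active = any of four per-well response measures lying three or more SD from its plate-wide compound average, in either direction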
# Target sequence (O88602 whole entry, looked up): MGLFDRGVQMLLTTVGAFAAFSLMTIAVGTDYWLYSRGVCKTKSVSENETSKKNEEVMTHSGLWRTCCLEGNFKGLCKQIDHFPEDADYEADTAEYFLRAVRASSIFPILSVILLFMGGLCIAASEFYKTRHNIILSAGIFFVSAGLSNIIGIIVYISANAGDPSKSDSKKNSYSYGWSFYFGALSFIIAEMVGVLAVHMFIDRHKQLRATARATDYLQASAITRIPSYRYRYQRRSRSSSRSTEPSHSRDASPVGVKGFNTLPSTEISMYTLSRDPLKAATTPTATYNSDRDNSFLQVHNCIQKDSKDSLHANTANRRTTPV
# Target sequence (P19491 whole entry, looked up): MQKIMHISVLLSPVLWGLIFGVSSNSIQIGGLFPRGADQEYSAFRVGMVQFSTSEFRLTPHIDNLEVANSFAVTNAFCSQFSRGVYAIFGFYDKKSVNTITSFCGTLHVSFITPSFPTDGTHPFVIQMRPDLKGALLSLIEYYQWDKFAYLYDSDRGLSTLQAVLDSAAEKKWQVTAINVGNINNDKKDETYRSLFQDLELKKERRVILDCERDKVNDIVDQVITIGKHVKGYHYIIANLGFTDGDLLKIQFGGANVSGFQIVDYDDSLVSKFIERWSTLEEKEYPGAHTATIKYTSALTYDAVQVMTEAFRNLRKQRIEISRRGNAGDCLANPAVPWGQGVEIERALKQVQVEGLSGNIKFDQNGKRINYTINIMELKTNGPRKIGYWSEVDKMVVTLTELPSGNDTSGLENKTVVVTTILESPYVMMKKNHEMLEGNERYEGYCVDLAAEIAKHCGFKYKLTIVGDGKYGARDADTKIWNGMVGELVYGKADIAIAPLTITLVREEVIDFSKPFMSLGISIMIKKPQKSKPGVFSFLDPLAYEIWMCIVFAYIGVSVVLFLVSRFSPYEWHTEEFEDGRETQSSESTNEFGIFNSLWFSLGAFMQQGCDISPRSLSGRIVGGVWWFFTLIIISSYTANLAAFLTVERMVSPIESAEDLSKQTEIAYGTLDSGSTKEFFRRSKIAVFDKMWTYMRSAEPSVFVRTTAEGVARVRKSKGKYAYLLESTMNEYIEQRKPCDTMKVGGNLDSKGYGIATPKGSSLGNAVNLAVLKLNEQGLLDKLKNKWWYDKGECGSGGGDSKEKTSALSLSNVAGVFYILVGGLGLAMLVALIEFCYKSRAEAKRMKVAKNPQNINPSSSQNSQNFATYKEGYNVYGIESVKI
# AMPAR-TARP mod agonism max-min: further read-out of AMPAR-TARP mod, marked with its call; compound max-min signal; compound-alone response (agonism);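 unitless range of fluorescence divided by baseline over first 100 seconds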
# AMPAR-TARP mod glutamate slope: recorded beside AMPAR-TARP mod, whose call it bears; glutamate slope, % of max; measured here: glutamate response slope, % max;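 scaled per plate between vehicle wells and maximal 1 mM glutamate control wells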
# Starred values were filed as active, the others as inactive; i = inactive; + = active, no number.
AMPAR-TARP mod	AMPAR-TARP mod agonism max-min	AMPAR-TARP mod glutamate slope	mol
i	0.076	26.3	CC1CCc2cc(F)ccc2N1S(=O)(=O)c1ccc([N+](=O)[O-])cc1 (centres undefined)
i	0.133	52.6	COc1ccc(-c2ccc(N3CCN(S(=O)(=O)c4ccc(F)c(C)c4)CC3)nn2)cc1
i	0.0506	43.6	O=C(Cc1cc(-c2cc3ccccc3o2)on1)N1CCc2ccccc2C1
i	0.0565	46.4	O=C(Cn1nc(-c2ccc(Cl)cc2)ccc1=O)Nc1ccc2c(c1)OCCO2
i	0.0498	54.0	COc1cccc2sc(N(Cc3cccnc3)C(=O)c3ccnn3C)nc12
i	0.0533	64.9	COc1ccc(CC(=O)Oc2c(S(=O)(=O)c3ccc(C)cc3)c(C)nn2C(C)(C)C)cc1
i	0.075	54.6	CCn1nc(C(=O)NCCn2nc(C)cc2C)ccc1=O
i	0.123	49.4	COc1ccccc1NC(=O)c1ccc(CNS(=O)(=O)c2cccc(Cl)c2)cc1
i	0.0522	52.9	CCOc1ccc(-c2nc(COC(=O)c3nnn(-c4ccc(OC)cc4)c3C)c(C)o2)cc1OC
i	0.073	56.1	COc1ccc(Cl)cc1NC(=O)N1CCC2(CC1)OCCN2S(=O)(=O)c1cccs1
i	0.156	61.0	COc1ccc(-n2nnc3c(N4CCN(C(=O)c5c(F)cccc5Cl)CC4)ncnc32)cc1
i	0.116	34.9	NC(=O)CSc1nc(-c2ccccc2)c(NC(=O)CCC2CCCC2)s1
i	0.0393	49.2	C=CCn1c(SCc2ccccc2)nc2c1c(=O)[nH]c(=O)n2C
i	0.0874	58.1	Cc1ccc(C(=O)Nc2ccc3c(c2)CCCN3S(=O)(=O)c2ccc(C)cc2)cc1
i	0.117	45.5	N#CCOc1ccc2c(c1)O/C(=C\c1c(Cl)cccc1Cl)C2=O
i	0.114	55.7	CC(O)(CNC(=O)CC(c1ccccc1)c1ccccc1)c1ccc2c(c1)OCO2 (centres undefined)
i	0.0825	59.8	O=C(NCc1csc(-c2ccccc2)n1)C1CCCN(c2cc(-n3cccn3)ncn2)C1 (centres undefined)
i	0.122	37.3	CCc1nnc2ccc(N3CCN(S(=O)(=O)c4ccc(Cl)cc4)CC3)nn12
i	0.1	63.4	CC1CCCCN1c1ccc(N2CCN(C(=O)/C=C/c3ccco3)CC2)nn1 (centres undefined)
i	0.0977	69.3	COc1ccc(Nc2nc(C)c([N+](=O)[O-])c(N3CCCC3)n2)c(OC)c1
i	0.071	54.9	CSCCC(C)(O)CNC(=O)c1ccc(Br)o1 (centres undefined)
i	0.0886	68.7	O=C(CCSc1ccccc1)N1CCC(c2cccs2)CC1
i	0.115	64.6	Cn1cccc1C(O)CNC(=O)C(=O)Nc1cc(Cl)ccc1C#N (centres undefined)
i	0.132	63.7	COc1ccccc1N1CCN(C(=O)c2cc(=O)c(OC)co2)CC1
i	0.0898	60.0	O=C(NCCC(c1ccccc1)c1ccccc1)c1ncccn1
i	0.149	79.0	O=C(NCc1nc(-c2ccccc2)no1)c1nc(-c2cnccn2)no1
i	0.0728	54.3	CC(=O)N1N=C(c2cccs2)CC1c1ccc(C)o1 (centres undefined)
i	0.097	57.2	CCOc1ccc(S(=O)(=O)Nc2ccc3c(c2)CCCN3S(=O)(=O)c2ccccc2)cc1
i	0.0332	55.3	O=C(NCCO)C(=O)Nc1c2c(nn1-c1ccc(Cl)cc1)CSC2
i	0.113	52.5	CC(=O)Nc1cccc(NC(=O)c2ccc(=O)n(Cc3ccc(F)cc3)c2)c1

# Continued, starting with the last five of the part before.
AMPAR-TARP mod	AMPAR-TARP mod agonism max-min	AMPAR-TARP mod glutamate slope	mol
i	0.149	79.0	O=C(NCc1nc(-c2ccccc2)no1)c1nc(-c2cnccn2)no1
i	0.0728	54.3	CC(=O)N1N=C(c2cccs2)CC1c1ccc(C)o1 (centres undefined)
i	0.097	57.2	CCOc1ccc(S(=O)(=O)Nc2ccc3c(c2)CCCN3S(=O)(=O)c2ccccc2)cc1
i	0.0332	55.3	O=C(NCCO)C(=O)Nc1c2c(nn1-c1ccc(Cl)cc1)CSC2
i	0.113	52.5	CC(=O)Nc1cccc(NC(=O)c2ccc(=O)n(Cc3ccc(F)cc3)c2)c1
i	0.0847	59.5	COC(=O)C1CCCN1S(=O)(=O)c1ccc(Cl)cc1 (centres undefined)
i	0.0576	49.0	CCOC(=O)C1CCCN(C2CC(=O)N(c3ccc(Oc4ccccc4)cc3)C2=O)C1 (centres undefined)
i	0.095	57.0	CCn1c(C2CC(=O)N(c3ccc(C)c(Cl)c3)C2)nc2ccccc21 (centres undefined)
i	0.111	55.8	CCOC(=O)Cn1c(C)cn2c3c(=O)n(Cc4cc(C)ccc4C)c(=O)n(C)c3nc12
i	0.087	65.1	COC(=O)N1CCC(CNC(=O)c2cc(C)oc2C)CC1
i	0.11	53.9	CC(C)NC(=O)C(=O)NCC1CCN(C(=O)/C=C/c2ccco2)CC1
i	0.0857	63.5	C#CCOCC(O)CN1CCN(Cc2ccc3c(c2)OCO3)CC1 (centres undefined)
i	0.0456	73.2	CSc1ccc(-c2noc(CSc3nc4ccccc4c(=O)n3C(C)C)n2)cc1
i	0.125	49.9	Cn1nc(CNC(=O)CSC2CCCC2)c2ccccc2c1=O
i	0.0547	93.9	O=C(NCC1CCCO1)C(=O)Nc1c2c(nn1-c1ccc(Cl)cc1)CS(=O)(=O)C2 (centres undefined)
i	0.0266	36.9	O=C(Cc1ccccc1)NCCS(=O)(=O)N1CCN(CCc2ccccc2)CC1
i	0.0619	59.4	O=C(c1ccc(S(=O)(=O)N2CCOCC2)cc1)N1CCc2ccccc21
i	0.0548	52.2	COc1cc(/C=C2/SC(=S)N(c3ccc4ccccc4c3)C2=O)ccc1O
i	0.0671	72.1	COC(=O)c1ccc2c(=O)n(CC(=O)NC3CCCCC3)c(=S)[nH]c2c1
+	0.16*	65.5*	Cn1c(=O)c2c(SCC(=O)N3CCOCC3)ccnc2n(C)c1=O
i	0.0892	47.3	COc1ccc(C(=O)N(CCCn2ccnc2)c2nc3c(F)cccc3s2)cc1OC
+	0.0696*	60.6*	CC(C)(C)OC(=O)N1CCC(Cn2c(C(F)(F)F)nc3ccccc32)CC1
i	0.114	63.6	CCCn1c(-c2ccc(C)cc2)nc2c(c(=O)c3ccccc3n2C)c1=O
i	0.0665	55.8	Cc1cc(C)nc(SCc2c(C(=O)N3CCOCC3)nnn2-c2ccccc2)n1
i	0.114	37.4	CCN(CC)c1ccc(C2C(C(=O)Nc3cccc(C(F)(F)F)c3)=C(C)NC3=C2C(=O)CCC3)cc1 (centres undefined)
i	0.0986	49.2	Cc1nc(-n2cccc2)sc1C(=O)NCc1ccc(F)cc1F
i	0.028	48.8	Nc1nc(CN2CCCC2)cs1
i	0.0647	64.7	CSc1cccc(C(=O)N(Cc2ccco2)c2nc3ccc(F)cc3s2)c1
i	0.0382	54.1	O=C(CC1CCCC1)NCCOc1ccc(-c2ccco2)nn1
i	0.102	90.6	O=S(=O)(NCC1COC2(CCCCC2)O1)c1ccc2c(c1)CCCC2 (centres undefined)
i	0.0561	37.3	COc1ccc(CCNC(=O)Cc2cc(-c3ccco3)on2)cc1
i	0.13	52.2	COc1ccc(OC)c(C(=O)/C=C/c2cc(OC)c(OC)c(OC)c2)c1
i	0.0365	59.6	CC1Cc2cc(-c3cc(CC(=O)N4CCN(c5ccccc5F)CC4)no3)ccc2O1 (centres undefined)
i	0.138	76.6	CSc1ccc(C(=O)Nc2nnc(-c3cccs3)o2)cc1
i	0.0617	50.8	CC(=O)Nc1ccc2nc(NC(=O)c3ccc(S(=O)(=O)N(C)Cc4ccco4)cc3)sc2c1
i	0.132	63.0	O=S(=O)(NCC(c1cccs1)N1CCOCC1)c1ccc(Cl)s1 (centres undefined)
i	0.0817	68.9	COc1ccc(S(=O)(=O)N2CCCC2CNC(=O)c2c(F)cccc2F)cc1 (centres undefined)
+	0.166*	40.0*	Cc1ccc(S(=O)(=O)N2CCN(CCn3cccn3)CC2)c(C)c1
i	0.139	54.8	CS(=O)(=O)N1CCCC1C(=O)Nc1nc2c(F)cc(F)cc2s1 (centres undefined)
i	0.0467	52.9	CCNC(=O)C1Cc2ccccc2N1C(=O)c1cc([N+](=O)[O-])ccc1Cl (centres undefined)
i	0.106	46.8	O=C(c1ccno1)N1CCN(c2nc3ccc(Cl)cc3s2)CC1
i	0.049	31.8	Cc1cc(C(=O)N2CCN(c3nc4ccc(F)cc4s3)CC2)on1
i	0.0511	36.9	NS(=O)(=O)c1ccc(CCNC(=O)Cc2cc(-c3ccc(F)cc3F)on2)cc1
i	0.136	78.4	CC1CCN(S(=O)(=O)c2ccc(-c3nc(C#N)c(NCc4cccnc4)o3)cc2)CC1
i	0.0831	67.3	O=C(NCCC1=CCCCC1)C(=O)Nc1ccc(F)c([N+](=O)[O-])c1

# Copied from the list.
# CCNC(=O)C1Cc2ccccc2N1C(=O)c1cc([N+](=O)[O-])ccc1Cl (centres undefined) in AMPAR-TARP mod glutamate slope → 52.9
# O=C(NCCC1=CCCCC1)C(=O)Nc1ccc(F)c([N+](=O)[O-])c1 in AMPAR-TARP mod agonism max-min → 0.0831
# COc1ccc(S(=O)(=O)N2CCCC2CNC(=O)c2c(F)cccc2F)cc1 (centres undefined) in AMPAR-TARP mod glutamate slope → 68.9
# CS(=O)(=O)N1CCCC1C(=O)Nc1nc2c(F)cc(F)cc2s1 (centres undefined) in AMPAR-TARP mod glutamate slope → 54.8
# O=S(=O)(NCC(c1cccs1)N1CCOCC1)c1ccc(Cl)s1 (centres undefined) in AMPAR-TARP mod agonism max-min → 0.132

# Next results follow.
AMPAR-TARP mod	AMPAR-TARP mod agonism max-min	AMPAR-TARP mod glutamate slope	mol
i	0.0462	32.4	Cc1ccc(-c2noc(-c3cn(CC(=O)Nc4ccc(C(N)=O)cc4)c4nc(C)ccc4c3=O)n2)cc1
i	0.13	52.5	O=C(NCc1ccc(F)cc1)C(=O)NCC(O)(c1cccs1)C1CC1 (centres undefined)
i	0.0506	54.4	O=C(NCCCO)C(=O)Nc1ccc2c(c1)OCO2
i	0.0437	27.7	CCCCNC(=O)CCCn1nc(-c2cccc(OC)c2)ccc1=O
i	0.0602	81.4	CCn1c(C2CC(=O)N(c3ccc(C)cc3)C2)nc2ccccc21 (centres undefined)
i	0.0601	67.4	C=C(C)Cn1c(=O)c2c(nc3n2CC(C)CN3c2ccc(OC)cc2OC)n(C)c1=O (centres undefined)
i	0.0789	54.4	COC(=O)c1ccsc1N1C(=O)CC(Sc2ncccc2C(=O)O)C1=O (centres undefined)
i	0.103	65.4	COc1ccc(NC(=O)c2ccc(-c3ccccc3)cc2)c2ccccc12
i	0.102	49.3	CNC(=O)C(=O)Nc1c(C(N)=O)oc2ccccc12
i	0.114	65.8	Cn1cnc2cc(OC(=O)C(c3ccccc3)c3ccccc3)ccc21
i	0.0752	58.5	CCCc1cc(=O)n(CC(=O)NCc2ccc3c(c2)OCO3)cn1
i	0.111	49.3	CSc1nn(CC(=O)Nc2ccc(C)cc2C)c(N)c1-c1nc(-c2ccc3c(c2)OCO3)no1
i	0.0986	66.8	Cc1ccc(S(=O)(=O)N(C)CCCC(=O)O)c(C)c1N(C)S(C)(=O)=O
i	0.0769	-5.1	COc1ccc(C(=O)NC(=S)N(C)Cc2ccccc2)cc1Br
i	0.0457	33.6	CCOc1ccc(NC(=O)CSc2c(CC(C)C)cnc3c2c(=O)n(C)c(=O)n3C)cc1
i	0.0646	43.6	O=C(c1cccs1)N1CC(C(=O)N2CCN(Cc3ccccc3)CC2)C1
i	0.0534	51.1	O=C(Nc1ccc2ncsc2c1)c1ccc(S(=O)(=O)N2CCCc3ccccc32)cc1
i	0.0782	46.6	COc1ccccc1NC(=O)c1ccc(COc2ccc(Cl)cc2)o1
i	0.0566	32.4	O=C1NC2(CCN(S(=O)(=O)c3ccc4cccc5c4c3CC5)CC2)C(=O)N1Cc1ccccc1
i	0.0562	33.0	Cc1ccc(S(=O)(=O)N2CCc3ccc(NC(=O)CCc4ccccc4)cc3C2)cc1
i	0.0797	61.6	COc1ccc(CCC(=O)Nc2ccc3c(c2)CCCN3S(C)(=O)=O)cc1
i	0.116	29.4	CCn1nc(C)cc1C(=O)N(CCN1CCOCC1)c1nc2c(F)cc(F)cc2s1
i	0.0858	38.5	O=C(CN1CCN(CC(=O)Nc2ccccc2Cl)CC1)Nc1ccc2c(c1)OCCO2
i	0.0699	49.2	COc1ccc2sc(N(CCN3CCOCC3)C(=O)c3cc(=O)c4ccccc4o3)nc2c1
i	0.0884	38.9	CC1=C(C(=O)Nc2cccc(F)c2)C(c2ccccc2C(F)(F)F)C2=C(CC(C)(C)CC2=O)N1 (centres undefined)
+	0.234*	77.5*	COc1ccc(NC(=O)CSc2nc(-c3ccc(C)cc3)c3ccccc3n2)c(OC)c1
i	0.0661	85.4	CCC(C)NC(=O)C(=O)Nc1c2c(nn1-c1cccc(Cl)c1)CS(=O)(=O)C2 (centres undefined)
i	0.0169	34.7	Cc1cc(NC(=O)c2ccc3c(c2)OCO3)n(-c2ccccc2)n1
i	0.0648	42.0	Cc1ccc(C(=O)N2CCc3cc(S(=O)(=O)N4CCOCC4)ccc32)cc1
i	0.146	46.6	CCOc1ccc2nc(NC(=O)c3ccnn3C)sc2c1
i	0.0829	55.9	CS(=O)(=O)c1ccc(C(=O)Nc2ccc3ncsc3c2)cc1
i	0.107	60.9	COc1ccc(OC)c(N2CC(c3nc(-c4ccncc4)no3)CC2=O)c1 (centres undefined)
i	0.101	55.8	CC(C)(C)NC(=O)N1CCC(CNC(=O)Nc2ccc(C(F)(F)F)cc2)CC1
i	0.0741	58.1	O=C(Cc1csc(-n2cccc2)n1)N1CCN(c2ncccn2)CC1
i	0.0488	53.0	CN1CCC(N(C)C(=O)c2cc3cccnc3n(Cc3ccc(F)cc3)c2=O)CC1
i	0.0808	59.5	Cc1ccc(NC(=O)c2cc(-c3ccc(C)cc3)nc3c2c(C)nn3C2CCS(=O)(=O)C2)cc1 (centres undefined)
i	0.0534	57.4	Cn1cccc1C(CNS(=O)(=O)c1ccc(F)cc1)N1CCCCCC1 (centres undefined)

# Only part of the results is shown (hit frequency here may not be typical).
